Source: PubChem
KCNH2 3.1 inh: qHTS for Inhibitors of KCHN2 3.1: Mutant qHTS | U2OS KCNH2 3.1, thallium flux FluxOr; active compounds read low | actives 0.95% (n = 340,000) | activity change, % (tested at about 1.8 µM);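 active = maximum activity change below -70%; inconclusive = maximum activity change from -70% to -50%; inactive = maximum activity change above -50%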;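 note: thallium influx rate constant from kinetic fluorescence after stimulation buffer; % is set by controls: 0 for no effect and ±100 for the full control effect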
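We transduce U2OS cells with the mutant 3.1 virus, culture them overnight, load FluxOr with Red40 quencher for 45 min, then add stimulation buffer and read kinetically for 2 min to derive a normalized rate constant.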
KCNH2 WT inh: qHTS for Inhibitors of KCHN2 3.1: Wildtype qHTS; Voltage-gated inwardly rectifying potassium channel KCNH2 (Homo sapiens), Q12809; U2OS, BacMam KCNH2, thallium flux FluxOr; active compounds read low; activity change, % at 1.84 µM; actives 0.37% (n = 340,000); AID 720551, 2013;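 active = maximum activity change below -70%; inconclusive = maximum activity change between -70% and -50%; inactive = maximum activity change above -50%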; note: % is set by controls: 0 for no effect and ±100 for the full control effect
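U2OS cells transduced with wild-type KCNH2 virus are loaded with FluxOr dye for 45 min, and thallium flux is measured in kinetic reads before and after stimulation buffer. Rate constants are normalized to DMSO controls.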
GALK inhibitor: qHTS Assay for Inhibitors of Human Galactokinase (GALK); P51570; Purified GALK, Kinase-Glo residual ATP luminescence; Potency, µM (doses to about 57.5 µM), for the others: at the highest dose activity change, negative = inhibition, most hits filed as inhibitors; actives 0.007% (n = 270,000); note: potency is the fitted concentration of half-maximal effect; % is set by controls: 0 for no effect and ±100 for the full control effect
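5 nM enzyme, 35 uM ATP, 100 uM galactose, 20 mM HEPES pH8.0, 5 mM MgCl2; 1 h RT; residual ATP by Kinase-Glo Plus luminescence, qHTS format.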
CXXC DNA block: qHTS Fluorescence Polarization Assay for Inhibitors of MLL CXXC domain - DNA interaction; Histone-lysine N-methyltransferase 2A (Homo sapiens), Q03164; MLL-CXXC / FITC-HOXA9 DNA fluorescence polarization; Potency, µM (highest dose often 115 µM), for the others: top-dose activity change, negative = inhibition, usual class: inhibitors; actives 0.037% (n = 290,000); AID 2662, 2010; active = well fitted inhibition curve with a large enough effect in the polarisation, with a control signal flat, not every such curve was filed as active; inconclusive = small, poorly fitted or top-dose-only effect, or effect the other way, or a change in a side signal; inactive = no such curve, though single readings can be large or run the other way; the % refers to the polarisation; note: potency is the fitted concentration of half-maximal effect
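Steps: dispense CXXC domain solution (7 uM) → pin compounds or unlabeled HOX-A9 DNA control → 5 min ambient → add FLSN-HOX-A9 solution (50 nM) → spin → 30 min ambient → fluorescence polarization. Tris pH 7.5/NaCl/DTT/BSA buffer.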
Menin-MLL TR inh: qHTS Assay for Inhibitors Targeting the Menin-MLL Interaction in MLL Related Leukemias: Competition With Texas Red Labeled MLL-derived Mutant Peptide | O00255 | Menin + Texas Red MLL mutant peptide, fluorescence polarization | Potency, µM (doses to about 61.6 µM), for inactives: at the highest dose FP activity change, negative = inhibition, most hits filed as inhibitors | actives 0.23% (n = 270,000); active = well fitted inhibition curve with a large enough effect in the polarisation, with a control signal flat, not every such curve was filed as active; inconclusive = small, poorly fitted or top-dose-only effect, or effect the other way, or a change in a side signal; inactive = no such curve, though single readings can be large or run the other way; the % refers to the polarisation; note: potency is the fitted concentration of half-maximal effect; % of control where 0% means no effect; many of its hits are not listed in these tables
Coupling enz: qHTS Assay for Inhibitors of Fructose-1,6-bisphosphate Aldolase from Giardia Lamblia: Coupling assay counterscreen; coupling enzyme system counterscreen, AmpLite Red fluorescence; activity change, negative = inhibition, % at 58.2 µM, hits read low; actives 0.67% (n = 290,000); AID 2472, 2010; in the data active = activity change below about -30%; note: % is set by controls: 0 for no effect and ±100 for the full control effect
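Counterscreen of the coupled detection system alone, without aldolase: glyceraldehyde-3-phosphate coupling enzymes plus AmpLite Red readout. Compounds at 57.5 uM final, 10 min RT preincubation, 20 min RT reaction, fluorescence 525/598 nm.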
TRPV1 ag: HTS Assay for Compounds that Act as Agonists of the Vanilloid Receptor 1 | Transient receptor potential cation channel subfamily V member 1 (Homo sapiens), Q8NER1 | TRPV1-expressing cells, Fluo-8 calcium influx, agonist mode | activation, % at 8.33 µM | actives 0.19% (n = 320,000) | AID 540275, 2011; in the data active = activation above about 80%; inconclusive = between about 30% and that limit; note: 0% is about no effect
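TRPV1-expressing cells were cultured overnight at 35.5C and loaded with Fluo-8 calcium dye for 40 to 90 min at room temperature. After a 10 s baseline, compound was added and calcium influx was read kinetically for 3 min (ex 480/em 520 nm).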
PKM2 activator: qHTS Assay for Activators of Human Muscle isoform 2 Pyruvate Kinase; Pyruvate kinase PKM (Homo sapiens), P14618; purified PKM2, Kinase-Glo ATP luminescence, activation; response scale: 0% is enzyme alone, no compound; Potency, µM (highest dose often 57.5 µM), without a hit: at the highest dose activation, hits mostly activators; actives 0.34% (n = 260,000); AID 1631, 2009; note: potency is the fitted concentration of half-maximal effect; % is set by controls: 0 for no effect and ±100 for the full control effect; nearly all actives have a fitted effect of over 55% in size
Target sequence (P14618 whole entry, looked up, canonical isoform): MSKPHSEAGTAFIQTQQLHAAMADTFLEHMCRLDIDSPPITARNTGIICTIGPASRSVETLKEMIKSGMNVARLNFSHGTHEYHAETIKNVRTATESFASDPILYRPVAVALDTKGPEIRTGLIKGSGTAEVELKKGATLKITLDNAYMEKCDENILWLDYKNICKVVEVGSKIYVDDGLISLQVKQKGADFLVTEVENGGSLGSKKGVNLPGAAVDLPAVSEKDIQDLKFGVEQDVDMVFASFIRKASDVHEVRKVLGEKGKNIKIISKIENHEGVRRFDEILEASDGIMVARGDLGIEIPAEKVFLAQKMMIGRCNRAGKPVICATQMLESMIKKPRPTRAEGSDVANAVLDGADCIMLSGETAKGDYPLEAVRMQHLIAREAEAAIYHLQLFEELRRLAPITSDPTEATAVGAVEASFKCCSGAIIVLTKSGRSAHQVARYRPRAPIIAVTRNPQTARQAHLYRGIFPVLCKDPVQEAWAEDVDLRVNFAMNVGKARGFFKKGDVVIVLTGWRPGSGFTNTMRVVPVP
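ATP formation by purified human PK-M2, quantified via coupled luciferase luminescence after 1 h at room temperature with 0.1 mM ADP and 0.5 mM PEP final.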
USP2a block: qHTS Assay for Inhibitors of Ubiquitin-specific Protease USP2a Using CHOP2 as the Reporter. USP2 core, Ub-CHOP2 coupled fluorogenic reporter, 485/531. actives 0.01% (n = 330,000). Ubiquitin carboxyl-terminal hydrolase 2 (Homo sapiens), O75604. AID 463254, 2010. Potency, µM (titrated, usually from 38.3 µM), inactives show at the top dose activity change, negative = inhibition, hits mostly inhibitors;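 note: potency is the fitted concentration of half-maximal effect; plate controls were DMSO wells for no effect and full inhibition by NEM control for full effect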
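Deubiquitinase activity read as fluorescence (485/531 nm) after Ub-CHOP2 cleavage activates the enterokinase reporter on its substrate; USP2 core 10nM, Ub-CHOP2 and substrate 25nM each, 30min compound preincubation then 60min RT; data normalized to NEM, curves fitted.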
B2AR arrestin: qHTS assay of beta-arrestin-biased ligands of beta2-adrenergic receptor | Beta-2 adrenergic receptor (Homo sapiens), P07550 | Potency, µM (doses to about 46.1 µM), for the others: at the top dose activation, most hits filed as activators | beta-arrestin recruitment to beta2AR, cell-based reporter | actives 0.02% (n = 330,000);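 note: potency is the fitted concentration of half-maximal effect; 0% = DMSO controls and full agonism = EC100 isoproterenol or metaproterenol; nearly all actives have a fitted effect of over 65% in size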
Target sequence (P07550 whole entry, looked up): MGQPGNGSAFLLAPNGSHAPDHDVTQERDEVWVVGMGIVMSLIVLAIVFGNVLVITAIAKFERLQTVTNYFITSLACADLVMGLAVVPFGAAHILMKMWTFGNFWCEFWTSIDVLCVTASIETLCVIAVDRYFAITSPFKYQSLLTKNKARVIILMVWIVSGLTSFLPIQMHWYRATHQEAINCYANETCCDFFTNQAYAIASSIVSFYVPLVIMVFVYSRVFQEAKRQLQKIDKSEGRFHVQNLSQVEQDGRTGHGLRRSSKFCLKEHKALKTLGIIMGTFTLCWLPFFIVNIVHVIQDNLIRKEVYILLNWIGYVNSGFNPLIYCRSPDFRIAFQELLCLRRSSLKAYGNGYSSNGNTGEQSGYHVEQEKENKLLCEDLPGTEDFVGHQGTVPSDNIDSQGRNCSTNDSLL
Giardia killer: Small Molecules that selectively kill Giardia lamblia: qHTS; activity change, % at 7.66 µM, hits read low; actives 0.15% (n = 340,000); Giardia lamblia trophozoite viability; AID 540267, 2011; in the data active = activity change below about -80%; inconclusive = between about -30% and that limit;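 note: parasites exposed to compound for two days anaerobically before the ATP read; % is set by controls: 0 for no effect and ±100 for the full control effect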
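Each well holds 100 Giardia trophozoites and compound. After two days (48 hrs) at 37 deg C in anaerobic conditions, ATP is quantified by luminescence.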
The depositor's hits bear a star; u = inconclusive; x = no result given; [ ] = dose if it differs, or a comment. Unless noted, calls come from the whole dose curve; as a rule, active = well fitted curve in the direction sought with a large enough effect; inconclusive = small, poorly fitted or top-dose-only effect, or another doubt; inactive = no such curve, though single readings can be large; an effect the other way counts as inactive or inconclusive. The list is partial, so the mix of outcomes need not match the whole.

Every second line gives: TRPV1 ag	Giardia killer	CXXC DNA block	KCNH2 3.1 inh	USP2a block	Menin-MLL TR inh	KCNH2 WT inh	B2AR arrestin	Coupling enz	GALK inhibitor	PKM2 activator
Cc1ccc(S(=O)(=O)N2CCN(CC(=O)N/N=C\c3ccc(Cl)c([N+](=O)[O-])c3)CC2)cc1
    4	13	-20%	-31	0%	6%	-1	0.3%	1	0%	5%
Cc1ccc(S(=O)(=O)N2CCC(C(=O)NNC(=O)c3cccnc3)CC2)cc1
    -4	15	27%	-14	2%	5%	1	-1.0%	4	-1%	0%
CCCN1C2CCCC1CC(NC(=O)c1ccc(Br)cc1)C2 (stereo unspecified)
    1	16	2%	-20	-7%	-2%	86	6.0%	3	0%	-4%
COc1ccc(CCNC(=O)CSc2nc3ccccc3c3nc(CCN4CCCCC4)nn23)cc1OC
    -2	-26	1%	-4	3%	-17%	-2	-0.2%	1	-1%	-2%
CCOC(=O)c1c(S(=O)(=O)NCCc2ccco2)c(C)n(C)c1C
    -2	4	-1%	15	-1%	-9%	1	0.2%	-1	-1%	x
CC(C)OCCCNC(=O)Cc1ccc(Br)cc1
    2	1	3%	2	0%	-14%	-4	0.1%	1	1%	-7%
CC(=O)c1sc(N)c(C(=O)OC(C)C)c1C
    28	18	-9%	-2	-7%	20%	-12	0.5%	6	4%	-10%
O=C(CS(=O)(=O)Cc1ccccc1)Nc1ccc(Cl)cn1
    u	-1	-1%	23	-1%	-3%	2	-1.1%	0	-4%	-18%
COc1cc(OC)c(OC)cc1/C=C1\CC(C)C/C(=C\c2cc(OC)c(OC)cc2OC)C1=O (stereo unspecified)
    6	11	u	2	2%	u	4	-0.5%	-2	-3%	x
O=C(CSc1nc(=O)n2cc(Cl)ccc2n1)NCCc1ccccc1
    1	-1	x	-9	2%	x	-12	-0.3%	x	x	x
CCOc1ccc(CNc2nnnn2C)cc1
    0	-12	6%	-2	0%	6%	-5	0.4%	-1	4%	-5%
Cc1oc(-c2cccc(Cl)c2)nc1CN1CCCC(C(=O)NCc2ccco2)C1 (stereo unspecified)
    18	-5	16%	-22	1%	u	-7	0.4%	5	-1%	1%
CCc1ccc(C(=O)Nc2cc(C)ccc2F)s1
    -1	12	11%	-5	0%	-18%	12	-0.9%	1	1%	-5%
O=C(NNC(=O)c1ccc(NC(=O)c2ccccc2)cc1)Nc1ccccc1
    -5	13	3%	-2	-3%	-16%	-32	0.1%	2	2%	-9%
CCC1(c2ccc(F)cc2)NC(=O)N(CC(=O)NC2CC2)C1=O (stereo unspecified)
    -3	-9	x	5	-6%	x	-21	0.4%	x	x	x
COc1ccc(-c2cc(C(F)(F)F)nc(SCC(=O)Nc3sc4c(c3C#N)CCC4)n2)cc1
    -1	-14	-3%	-15	1%	-20%	-6	-0.2%	1	1%	0%
Cc1cccc(C2CC(c3ccccc3)Nc3nc(N)nn32)c1 (stereo unspecified)
    0	-6	-4%	3	2%	-1%	3	-0.4%	-1	-3%	-1%
Cc1ccccc1CCN(C(=O)Cn1nnc2ccccc21)C(C(=O)NCC1CCCO1)c1nc2ccccc2n1C (stereo unspecified)
    3	-11	-2%	-17	-4%	-2%	-7	-0.4%	3	-1%	2%
COc1cc(C(C(=O)NC(C)(C)C)N(C(=O)CNC(=O)c2cccs2)c2ccc(C(C)C)cc2)cc(OC)c1OC (stereo unspecified)
    0	0	18%	6	-7%	-6%	8	0.2%	-15	x	10%
C=CCN(C(=O)CNS(=O)(=O)c1ccccc1)C(C(=O)NCCOC)c1ccncc1 (stereo unspecified)
    1	-7	-1%	3	0%	19%	1	0.1%	2	-2%	-4%

The list goes on:
Every second line gives: TRPV1 ag	Giardia killer	CXXC DNA block	KCNH2 3.1 inh	USP2a block	Menin-MLL TR inh	KCNH2 WT inh	B2AR arrestin	Coupling enz	GALK inhibitor	PKM2 activator
O=C(NCC(=O)N(c1ccccc1)C(C(=O)NC1CCCC1)c1cccnc1)c1cccs1 (stereo unspecified)
    -1	6	6%	3	2%	13%	1	-0.5%	-2	-1%	1%
Cn1cc(Cl)c(C(=O)Nc2nc3ccccc3s2)n1
    u	-26	0%	1	1%	11%	-9	-0.2%	0	1%	-22%
O=C(NCCCCc1ccccc1)C1CCCC1
    u	-20	-2%	-2	2%	-1%	-5	0.5%	0	-5%	-5%
COc1ccc2[nH]c(=O)c(CN(C(=O)c3cccnc3)c3cc(C)ccc3C)cc2c1
    -1	-15	0%	9	2%	x	3	-0.2%	0	-2%	2%
CCOC(=O)c1c(O)cc(C)cc1Nc1ccccc1
    15	13	0%	8	-1%	13%	3	-0.1%	6	2%	x
COc1ccc(S(=O)(=O)CC(O)CN2CCCC2=O)cc1 (stereo unspecified)
    3	7	-5%	x	-1%	5%	1	0.4%	2	3%	-4%
COc1ccc(-c2nc(C#N)c(NCCc3ccccc3)o2)cc1OC
    -5	3	5%	-16	3%	43%[activator]	15	-0.1%	-4	-2%	0%
Cc1sc(NC(=O)CSc2nnnn2C(C)C)c(C#N)c1C
    0	-14	-12%	26	0%	x	-2	-0.3%	0	1%	3%
Cc1ccc(S(=O)(=O)CCC(=O)Nc2nnc(CC(C)C)s2)cc1
    4	1	x	7	2%	x	4	-0.3%	x	x	x
Nc1nonc1-n1nnc(C(=O)N/N=C/c2ccncc2)c1CSc1ccccc1
    1	-3	7%	-1	-12%	u	-10	-1.1%	-2	5%	-1%
O=c1ccn(CCc2c[nH]c3ccccc23)c2c1CCCC2
    -12	27	-1%	6	-1%	4%	3	0.0%	-3	0%	-1%

Gathered by group, the compounds so far with a thiophene ring, fused or not.
Every second line gives: TRPV1 ag	Giardia killer	CXXC DNA block	KCNH2 3.1 inh	USP2a block	Menin-MLL TR inh	KCNH2 WT inh	B2AR arrestin	Coupling enz	GALK inhibitor	PKM2 activator
CC(=O)c1sc(N)c(C(=O)OC(C)C)c1C
    28	18	-9%	-2	-7%	20%	-12	0.5%	6	4%	-10%
CCc1ccc(C(=O)Nc2cc(C)ccc2F)s1
    -1	12	11%	-5	0%	-18%	12	-0.9%	1	1%	-5%
COc1ccc(-c2cc(C(F)(F)F)nc(SCC(=O)Nc3sc4c(c3C#N)CCC4)n2)cc1
    -1	-14	-3%	-15	1%	-20%	-6	-0.2%	1	1%	0%
COc1cc(C(C(=O)NC(C)(C)C)N(C(=O)CNC(=O)c2cccs2)c2ccc(C(C)C)cc2)cc(OC)c1OC (stereo unspecified)
    0	0	18%	6	-7%	-6%	8	0.2%	-15	x	10%
O=C(NCC(=O)N(c1ccccc1)C(C(=O)NC1CCCC1)c1cccnc1)c1cccs1 (stereo unspecified)
    -1	6	6%	3	2%	13%	1	-0.5%	-2	-1%	1%
Cc1sc(NC(=O)CSc2nnnn2C(C)C)c(C#N)c1C
    0	-14	-12%	26	0%	x	-2	-0.3%	0	1%	3%
